All columns: NCI-60 one-dose screen, growth in % after 48 h at 10 µM unless noted; 100 = growth as untreated, 0 = no growth, -100 = all killed.
HL-60(TB): HL-60(TB) leukemia cells; AID 1794776; 78,000 compounds, 9% hits; active = growth percent below 10
Active calls of the source: *; & = joins results of further samples; [ ] = another dose, or the depositor's remark.

item	canonical_smiles	HL-60(TB)
1	C=C1c2nc3ccccc3n2C=C(c2ccc(OC)cc2)N1Cc1ccc(Cl)cc1	67.7
2	C#CCOc1cccc(Nc2ncnc3ccc(NC(=O)CCl)cc23)c1	-58.4*
3	Nc1ccc2cc(S(=O)(=O)O)cc(O)c2c1	97.6
4	COc1cc2c(c(OC)c1OC)CCc1cnoc1-2	114.2
5	CN(C)c1ccc(C=C2C(=O)NC(=O)NC2=O)cc1	102.2
6	CC1=C(C)C(=O)C(Nc2cccc(C(=O)OC(C)(C)C)c2)=CC1=O	71.0
7	N#Cc1nc(-c2ccccc2)oc1N1CCCC1CO (configuration not stated)	102.0
8	CCOP(=O)(OCC)C(NC(=O)c1ccc([N+](=O)[O-])cc1)C1=NCCS1 (configuration not stated)	98.7
9	Nc1ccc(C(=O)Oc2ccccc2)c(O)c1	86.3
10	O=C(CC(C(=O)c1ccccc1)N1CCOCC1)c1ccccc1 (configuration not stated)	55.4
11	O=c1ccn(C2CCCO2)c(=O)[nH]1 (configuration not stated)	111.3
12	CC(=O)N(C)c1ccc(Nc2cc(C)[nH]c3ccc4ncnc4c23)cc1	21.3
13	CN1CCN(c2nc(C3=C(c4c[nH]c5ccccc45)C(=O)NC3=O)c3ccccc3n2)CC1	30.7
14	Cc1c(C(=O)/C=C/c2cccc([N+](=O)[O-])c2)nnn1-c1ccc(Br)cc1	76.2
15	O=C1CCN=C2C=CC(F)=CN12	126.9

Three structures from above, sorted by SMILES length, lowest first.
item	canonical_smiles	HL-60(TB)
15	O=C1CCN=C2C=CC(F)=CN12	126.9
7	N#Cc1nc(-c2ccccc2)oc1N1CCCC1CO (configuration not stated)	102.0
14	Cc1c(C(=O)/C=C/c2cccc([N+](=O)[O-])c2)nnn1-c1ccc(Br)cc1	76.2

The list goes on.
item	canonical_smiles	HL-60(TB)
16	CC(C)CC(=O)c1c2c(c3oc(=O)cc(-c4ccccc4)c3c1O)C=CC(C)(C)O2	104.2
17	COc1ccc(/C=C2/SC(=O)NC2=O)cc1OC	69.6
18	C[C@H](O)CCC(=O)c1ccoc1	99.4
19	O=C(CCCCCCN1CC(=O)N2[C@@H](c3cccc(Cl)c3)c3[nH]c4ccccc4c3C[C@H]2C1=O)NO	8.2*
20	CCCCSc1nc(NCCc2c[nH]c3ccccc23)c(C#N)c(-c2ccc(OC)cc2)n1	42.5
21	CC1=NN(c2cc(S(=O)(=O)O)ccc2Cl)C(=O)C1N=Nc1ccccc1 (configuration not stated)	92.8
22	CCNC(=O)C(=O)[C@H](Cc1ccccc1)NC(=O)c1[nH]c2ccccc2c(=O)c1C	99.1
23	CCOC(=O)C1=C(CSC(=S)N2CCN(c3ccccc3)CC2)N(C)C(=O)NC1c1ccccc1 (configuration not stated)	80.5
24	CN(C)c1ccc(-c2n[nH]c(Cn3nnnc3-c3ccccc3)n2)cc1	89.0
25	FC(F)(F)c1ccc(-c2cnn3cc(-c4ccccc4)cnc23)cc1	93.4
26	O=C1c2ccccc2C(=O)c2cc(O)ccc21	109.8
27	COc1cc(C2C3=C(CCCC3=O)N(CCO)c3cc4c(cc32)CCC4)cc(OC)c1OC (configuration not stated)	101.9
28	O=C1Nc2cc(Cl)ccc2Oc2cc(Cl)ccc21	100.8
29	O=C(O)c1ccc(NS(=O)(=O)Cc2ccc(Cl)c(Cl)c2)cc1	124.5
30	CC(=O)N1CCN(C(C)=O)c2ccccc21	75.8

(more compounds)
item	canonical_smiles	HL-60(TB)
31	COc1ccc2cc([C@H](C)C(=O)N/N=C/c3ccc(Cl)cc3)ccc2c1	98.1
32	COc1cc2c(cc1OC)[C@@H]1C(=O)c3ccc4c(c3O[C@@H]1CO2)C[C@H](C(C)C)O4	19.0
33	Cc1csc(=N)n1/N=C/c1cccnc1	94.4
34	CCCC(NC(=O)OCc1ccccc1)C(=O)O (configuration not stated)	44.9
35	N#Cc1ccc(N2Cc3cc(Cl)ccc3OC3=C2C(=O)N(Cc2ccccc2)C3=O)cc1	-48.2*
36	CC(C)(C)c1ccc(C(=O)C2CC2)cc1	80.2
37	COc1ccc(C(=O)OC2C(OC3C(O)COC(O[C@H]4C[C@H]5[C@@H]6CC=C7C[C@@H](O)CC[C@]7(C)[C@H]6CC[C@]5(C)[C@H]4[C@H](C)C(=O)CCC(C)C)C3OC(C)=O)OCC(O)C2O)cc1 (some centres not stated)	-40.7*
38	Cc1ccc(C)c(CC#N)c1	100.0
39	N#CCNc1ccccc1	86.9
40	O=C(O)CCN1CCN(CCC(=O)O)CC1	99.8
41	CCOC(=O)N(N=O)c1ccccc1	98.7
42	C=C1C(=O)O[C@H]2[C@H]1CC/C(C=Nc1ncncc1N)=C\CC[C@@]1(C)O[C@@H]21	40.0
43	CCCCOc1ncnc2c1CC(C)c1cc(Cl)ccc1N2C (configuration not stated)	99.7
44	COCC(C)OC(=O)Cc1ccccc1 (configuration not stated)	111.8
45	COc1ccc(-c2cc3c(nn2)-c2ccccc2C3=O)cc1	57.4

Next compounds follow:
item	canonical_smiles	HL-60(TB)
46	COc1ccc(/C=C\c2cc(OC)c(OC)c(OC)c2)cc1OCC(=O)Nc1nc2ccc(F)cc2s1	33.7
47	CC(=O)c1cc(Cl)ccc1Cl	101.6
48	CCCCCCCCCCCCOC(N)=O	99.8
49	O=S(=O)(CCCN1CCCCC1)C(c1ccccc1)c1ccccc1	101.0
50	Cc1ccc(S(=O)(=O)Oc2ccc(Br)cc2Br)cc1	41.5
51	Cc1c(Cl)cccc1NC(=O)c1sc2nc3c(cc2c1N)C(=O)CCC3	-1.8*
52	Cc1cc(C(=O)Nc2sc3c(c2C(N)=O)CCC(=O)C3)ccc1OCCN1CCCCC1	63.3
53	COc1ccc(CCNC(=O)/C=C\C(=O)O)cc1OC	99.2
54	COc1ccc(-c2nc3sc(C)nn3c2/C=C2/C(=O)Nc3ccc(Cl)cc32)cc1	96.5
55	O=C1C(=Nc2cccc(Cl)c2)CC(c2ccc(Cl)cc2)N1c1cccc(Cl)c1 (configuration not stated)	92.3
56	Cc1ccccc1[P+](Cc1ccccc1)(c1ccccc1)c1ccccc1	-26.9*
57	Cc1cc(OCC(=O)Nc2ccccc2)nc2[nH]c(=O)sc12	97.5
58	Nc1nc(N)nc(N2CCCCC2)n1	97.9
59	Cc1ccc2c(CSc3nc(-c4ccc(F)cc4)c(C#N)c(=O)[nH]3)cc(=O)oc2c1	107.5
60	Oc1ccc2ccccc2c1CNc1nc2ccccc2[nH]1	99.0

Single values from the list:
HL-60(TB) result of `C[C@H](O)CCC(=O)c1ccoc1` stands at 99.4
HL-60(TB) result of `O=C1Nc2cc(Cl)ccc2Oc2cc(Cl)ccc21` stands at 100.8

Returning to the listing, repeating the 4 entries before the break.
item	canonical_smiles	HL-60(TB)
57	Cc1cc(OCC(=O)Nc2ccccc2)nc2[nH]c(=O)sc12	97.5
58	Nc1nc(N)nc(N2CCCCC2)n1	97.9
59	Cc1ccc2c(CSc3nc(-c4ccc(F)cc4)c(C#N)c(=O)[nH]3)cc(=O)oc2c1	107.5
60	Oc1ccc2ccccc2c1CNc1nc2ccccc2[nH]1	99.0
61	COc1ccc(Cn2cc3c(c2-c2cc(OC)c(OC)c(OC)c2)CCc2c(CN4CCCC4)noc2-3)cc1	3.6*
62	O=C(c1nc2ccccc2[nH]1)C1C(c2ccc(Cl)cc2)C2CSCN2[C@@]12C(=O)Nc1ccccc12 (some centres not stated)	98.3
63	COc1ccc(C2c3ccc4ccccc4c3Oc3ncn(CCCn4ccnc4)c(=N)c32)cc1OC (configuration not stated)	40.7
64	O=C(O)c1ccc(Nc2ccnc(SCC(=O)c3ccc(C(F)(F)F)cc3)n2)cc1	104.2
65	O=C1CCCc2cc(OCCCC(=O)NC3CCCCC3)ccc2N1	96.6
66	O=S(=O)(c1ccc(N=Cc2cccs2)cc1)c1ccc(N=Cc2cccs2)cc1	104.3
67	CN(C)c1nc2c(cnn2C)c(=O)[nH]1	113.5
68	CCCCCC1C(C)=CC(C)=C(C)C1(C)CN(C)C (configuration not stated)	79.7
69	COc1ccc(-c2nc3sccn3c2-c2nc3c([nH]2)C(=O)c2ccccc2C3=O)cc1	94.0
70	O=c1c2cc(F)ccc2sc2c(N3CCNCC3)nc3ccc(F)cc3c12	3.7*
71	C=S(=C)(Nc1ccc(-c2cc(-c3ccccc3F)on2)cc1)c1ccc(C)cc1	102.2
72	COc1cccc(CNc2ccccc2)c1O	98.2
73	CCC1S/C(=N\N=C(\C)c2cc3cc(Cl)ccc3o2)N(c2ccccc2)C1=O (configuration not stated)	103.0
74	COC(=O)C1=C(C)NC(C)=C(C(=O)OCC(C)C)C1c1ccccc1[N+](=O)[O-] (configuration not stated)	28.9
75	CCOP1(=O)OCCN(C)c2oc(-c3ccc(C)cc3)nc21 (configuration not stated)	94.9

Continuation.
item	canonical_smiles	HL-60(TB)
76	O=c1[nH]c2cccc(Cl)c2c2ccccc12	68.2
77	Cc1c(C(=O)Nc2ccc(S(=O)(=O)N3CCOCC3)cc2)oc2ccccc12	93.4
78	ON=C1Cc2ccccc2C1	98.7
79	COc1ccc(-c2cc(=O)oc3cc(O)ccc23)cc1	90.2
80	Cc1ccc2c(c1)N1NCC=C1NC2=O	103.4
81	COc1cccc(/C=C/C(=O)C(C)(C)C)c1	111.1
82	Cc1cc(S(=O)(=O)O)ccc1N	51.6
83	CCN1C(=O)CSC1=Nc1ccc(Cl)c(Cl)c1	103.7
84	O=C(O)C(CCc1ccccc1)(Cc1ccccc1)C(=O)O	123.0
85	NCCCNC(=O)OCc1ccc2c(Cl)cc(Cl)c(O)c2n1	84.3
86	Cc1ccc[n+](CC[n+]2cccc(C)c2)c1	88.0
87	NC(=O)CS(=O)C(c1ccccc1)c1ccccc1 (configuration not stated)	111.3&103.6
88	N#CC1=C(N)Oc2c(ccc(O)c2O)C1c1c[nH]c2ccccc12 (configuration not stated)	75.3
89	COc1ccc(NC(=O)Nc2ccc(C#N)cc2)cc1	52.1&90.8
90	CN(CC(=O)N(Cc1ccc(C2CCCCC2)cc1)c1ccc(C(=O)NO)cc1)S(=O)(=O)c1c(F)c(F)c(F)c(F)c1F	43.6

Going on with the list:
item	canonical_smiles	HL-60(TB)
91	NC(Cc1cccc(NP(=S)(N2CC2)N2CC2)c1)C(=O)O (configuration not stated)	113.3
92	CC(=O)c1c(C)cc(C)nc1C	95.1
93	[O-]/C(=C\[P+](c1ccccc1)(c1ccccc1)c1ccccc1)c1ccccc1	99.7
94	COc1ccccc1C(=O)CSc1nc(Nc2ccc(S(N)(=O)=O)cc2)c2ccccc2n1	94.5
95	COC12CC3(C)C(C4=CC(=O)OC4)CCC3(O)C3CCC4=CC(=O)CCC4(CO1)C32 (configuration not stated)	123.1
96	Cc1cc(=O)cc(S)[nH]1	91.2
97	COc1ccc([C@H]2[C@H](C(=O)O)c3ccccc3C(=O)N2c2ccccc2)cc1	108.5
98	O=C(Nc1cccc2c1N(C(=O)c1ccco1)CCC2)c1ccco1	100.7
99	C/C(=C\C(C)c1ccccc1)[N+](=O)[O-] (configuration not stated)	92.7
100	COc1cc2oc(-c3cccc(NC(=O)Nc4ccc(Cl)cc4)c3)cc(=O)c2c(OC)c1OC	87.7
101	COC(=O)c1c(C(=O)OC)c2c3ccccc3c3ccccc3n2c1C(=O)C(C)(C)C	72.5
102	Nc1nc(N)c(-c2ccc(Cl)c(Cl)c2)c(/C=C/c2ccc(S(=O)(=O)F)cc2)n1	91.9
103	CN(C)CCC=C1c2ccccc2-c2ccccc21	85.8
104	CN(C)c1ccc(/C=C2\Oc3cc(OCCN4CCCCC4)ccc3C2=O)cc1	90.5
105	COc1cc(-c2nnc(/C=C/c3cn(-c4ccccc4)nc3-c3ccc(C)cc3)o2)cc(OC)c1OC	87.9

New compounds follow.
item	canonical_smiles	HL-60(TB)
106	CCc1ccc2c(c1)C(=O)c1ccccc1C2=O	79.9
107	Cc1cc(=O)oc2cc(OC(=O)CN3CCOCC3)ccc12	96.7
108	CC(C)c1ccc(/C=N/Nc2nc3ccccc3s2)cc1	98.0
109	CCCCCCCOc1c2c(nc3c1c1ccccc1n3C)-c1ccccc1C2	87.0
110	Cc1c(-c2cn(C3CC3)c3cc(N4CCNCC4)c(F)cc3c2=O)ssc1=S	106.5
111	Cn1c(=O)c2[nH]c(CCCCCCCc3nc4c([nH]3)c(=O)n(C)c(=O)n4C)nc2n(C)c1=O	125.8
112	CC(=O)NC(C)(C)C(=O)N1CCC[C@H]1C(=O)NC(C)(C)C(=O)N[C@@H](C)C(=O)NC(C)(C)C(=O)N[C@@H](C)C(=O)N[C@@H](CCC(N)=O)C(=O)NC(C)(C)C(=O)N[C@H](C(=O)NC(C)(C)C(=O)NCC(=O)N[C@@H](CC(C)C)C(=O)NC(C)(C)C(=O)N1CCC[C@H]1C(=O)N[C@H](C(=O)NC(C)(C)C(=O)NC(C)(C)C(=O)N[C@@H](CCC(N)=O)C(=O)N[C@@H](CCC(N)=O)C(=O)N[C@H](CO)Cc1ccccc1)C(C)C)C(C)C	95.6[4.25 µM]
113	COc1cc(/C=C/C(=O)c2ccc(NC(=O)c3cc4cc5cc(C)ccc5nc4s3)cc2)cc(OC)c1OC	74.3
114	O=C(N[C@H]1C(O)[C@H](O)C(CO)O[C@H]1O)NS(=O)(=O)c1ccc(Br)cc1 (some centres not stated)	106.8
115	COc1cc(C(O)CCBr)c(OC)cc1C (configuration not stated)	103.7
116	Cn1cc(-c2nnc(-c3cn(C)c4ncccc34)s2)c2ccccc21	27.8
117	Cc1[nH]nc2ccc3nc(-c4cnn(CCO)c4)c4c(c3c12)CCCC4	36.9
118	NC(=S)N/N=C1\CCCC(C(F)(F)F)C1 (configuration not stated)	89.0
119	C[N+]1(CC(=O)c2ccccc2)CCOCC1	93.6
120	OC(c1ccc(F)c(C(F)(F)F)c1)c1cnccc1NC1CCCCC1 (configuration not stated)	30.9

The list goes on.
item	canonical_smiles	HL-60(TB)
121	CC(=O)c1cc2c(N)c(C(=O)Nc3ccnc4ccccc34)sc2nc1C	81.5
122	COc1ccc(CCNC(=O)C(=O)C(Cc2ccccc2)NC(=O)c2cc(O)c(O)c(O)c2)cc1 (configuration not stated)	104.4
123	O=C(O)c1sccc1O	62.6
124	Cc1ccc(F)c(N)c1	92.4
125	CCC(SCC(N)=O)(C(=O)O)c1ccccc1 (configuration not stated)	100.8
126	O=c1c2c3c(sc2nc(N/N=C/c2ccc([N+](=O)[O-])cc2)n1Cc1ccccc1)CCCC3	95.2
127	Cc1ccn2c(C(C)O)nnc2c1 (configuration not stated)	135.2

Screening results as filed in PubChem BioAssay.

The list is partial (hit frequency here may not be typical).
